D1 agonist: human D1 receptor agonism | AID 504660 | P21728 | 360,000 tested, 1% active | HEK293 T-REx D1 cells, calcium flux, agonist mode | activation, % at 2 µM; in the data active = activation above about 30%; also: 0% is about no effect
Target sequence (P21728 whole entry, looked up): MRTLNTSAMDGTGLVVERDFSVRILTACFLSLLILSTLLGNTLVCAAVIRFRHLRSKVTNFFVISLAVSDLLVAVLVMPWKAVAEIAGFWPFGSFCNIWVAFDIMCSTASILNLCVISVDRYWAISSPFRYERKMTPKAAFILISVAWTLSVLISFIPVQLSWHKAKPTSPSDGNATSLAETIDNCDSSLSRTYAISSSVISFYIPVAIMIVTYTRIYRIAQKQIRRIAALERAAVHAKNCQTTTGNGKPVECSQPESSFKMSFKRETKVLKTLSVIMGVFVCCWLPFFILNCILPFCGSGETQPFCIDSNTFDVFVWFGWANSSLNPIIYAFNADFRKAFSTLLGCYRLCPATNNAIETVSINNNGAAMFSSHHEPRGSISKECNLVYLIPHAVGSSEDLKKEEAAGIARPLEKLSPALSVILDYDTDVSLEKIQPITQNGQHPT
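Agonism was scored from calcium flux recorded over 180 s (1 read/s) after pintool compound addition, following a 10-cycle baseline. Cells were inducible force-coupled HEK293 TREx D1, plated overnight at 30 C and loaded with no-wash calcium dye.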
D1 PAM: potentiators of human D1 dopamine receptor; P21728; HEK293 TREx D1 cells, calcium flux, dopamine EC20 potentiation; potentiation, % at 10 µM; 360,000 tested, 0.036% active; in the data active = potentiation above about 30%; also: 0% is about no effect
D2 antagonist: antagonists of human D2 dopamine receptor; P14416; HEK293 TREx D2 cells, calcium flux, dopamine EC80; inhibition, % at 10 µM; 340,000 tested, 2% active; in the data active = inhibition above about 30%; also: 0% is about no effect
Target sequence (P14416 whole entry, looked up): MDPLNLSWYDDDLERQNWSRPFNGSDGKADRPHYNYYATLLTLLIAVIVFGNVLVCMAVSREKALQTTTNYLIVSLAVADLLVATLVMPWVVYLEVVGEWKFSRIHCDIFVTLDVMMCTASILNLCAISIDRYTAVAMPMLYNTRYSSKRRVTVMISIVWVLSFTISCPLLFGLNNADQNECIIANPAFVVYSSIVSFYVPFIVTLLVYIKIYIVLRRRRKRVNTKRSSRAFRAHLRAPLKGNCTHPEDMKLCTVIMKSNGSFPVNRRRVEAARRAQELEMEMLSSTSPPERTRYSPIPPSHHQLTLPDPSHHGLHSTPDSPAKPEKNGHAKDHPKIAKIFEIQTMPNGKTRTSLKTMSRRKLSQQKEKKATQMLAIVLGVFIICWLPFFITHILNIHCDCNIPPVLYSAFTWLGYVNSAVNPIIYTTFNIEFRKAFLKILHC
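Overnight-induced (tetracycline, 30 C) HEK293 T-REx cells carrying force-coupled D2 receive a no-wash calcium dye, then compound, then EC80 dopamine at 180 s; signals are read kinetically throughout.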
D2 ag: activates the human D2 dopamine receptor; activation, % at 2 µM; 340,000 tested, 0.53% active; P14416; AID 485358; HEK293 T-REx D2 cells, calcium flux agonist mode;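 active = activation over 3 SD above normal in the single-dose calcium agonist read, cut at about 30% in these data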; also: 0% is about no effect
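HEK293 Trex D2 cells, tetracycline-induced, o/n 30 C 5% CO2; no-wash Ca dye, RT 30–90 min; 10-cycle baseline, 23 nl cpd added, kinetic Ca read 180 s; agonist hits = positive Ca response.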
TRHR enhancer: allosterically enhances the human TRH receptor; TRHR cells, fluo-8 calcium fluorescence, EC20 TRH enhancement; 360,000 tested, 0.66% active; AID 493056; enhancement, % at 2 µM; P34981; in the data active = enhancement above about 30%; also: 0% is about no effect
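TRHR-expressing cells loaded with fluo-8 calcium dye were read kinetically (ex 480/em 530) during compound addition, then stimulated with an EC20 of TRH (10 nM final). Enhancement of the Gq-mediated intracellular calcium response was scored.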
D1 antag: antagonists of human D1 dopamine receptor | P21728 | HEK293 TREx D1 cells, calcium flux, dopamine EC80; stronger effect = lower value | activity change, negative = inhibition, % at 10 µM | 360,000 tested, 3.2% active | AID 504652; in the data active = activity change below about -30%; also: % is scaled to controls: 0 for no effect and ±100 for the full control effect
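Antagonism measured as reduced calcium response to an EC80 dopamine addition following 180 s compound pre-read; cells were inducible HEK293 Trex D1 plated overnight at 30 C, read kinetically at 1 cycle/sec.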
RXFP1 agonist: RXFP1 (human) receptor agonism. Q9HBX9. HEK293T-RXFP1 cAMP TR-FRET, 30 min; response scale: percent of porcine relaxin response, buffer zero. Potency, µM (titrated, usually from 57.5 µM), without a hit: at the highest dose activation, most hits filed as activators. 370,000 tested, 0.3% active; active = well fitted activation curve with a large enough effect; inconclusive = small, poorly fitted or top-dose-only effect; also: potency is read from the fitted curve at half-maximal effect; % is scaled to controls: 0 for no effect and ±100 for the full control effect; nearly all actives have a fitted effect of over 60% in size; many of its hits are not listed in these tables
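Agonist response is measured as cAMP accumulation in an RXFP1-transfected HEK293T line under PDE4 inhibition. Values are scaled between buffer-only and 29 nM porcine relaxin, and EC50s come from standard Hill equation fits.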
RXFP1 antagonist: blocks the human relaxin receptor RXFP1; Q9HBX9; HEK293-RXFP1, relaxin-stimulated cAMP HTRF, 30 min; stronger effect = lower value; activity change, negative = inhibition, % at 57.5 µM; 350,000 tested, 0.59% active;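 active = activity change of -60% or lower, but not beyond a set lower limit; inconclusive = change between -60% and -40%, or beyond the set limit; inactive = change above -40%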; also: % is scaled to controls: 0 for no effect and ±100 for the full control effect
D2 PAM: positively modulates the human D2 dopamine receptor allosterically | P14416 | HEK293 T-REx D2, calcium flux, EC20 dopamine potentiation | potentiation, % at 10 µM | 340,000 tested, 0.34% active | AID 485347;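 active = potentiation over 3 SD above the plate norm, cut at about 30% in these data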; also: 0% is about no effect
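Potentiation of an EC20 dopamine calcium response is measured in a force-coupled, tetracycline-inducible Hek293 Trex D2 line. Compound-only kinetic reads over 180 s flag agonists before dopamine addition.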
* marks the source's active call; other numbers are inactive results; u = inconclusive; x = not tested or not shown.

SMILES	D1 agonist	D1 PAM	D2 antagonist	D2 ag	TRHR enhancer	D1 antag	RXFP1 agonist	RXFP1 antagonist	D2 PAM
CCCCn1c(NC(=O)c2ccc(Br)o2)c(S(=O)(=O)c2ccccc2)c2nc3ccccc3nc21	4	-6	11	-0.2	-4	-1	u	-9	3
Cc1oc(-c2ccc(F)cc2)cc1-c1nn2c(-c3ccoc3C)nnc2s1	0	-2	-1	-1.9	-2	9	2.3%	-15	23
Cc1ccc(-n2c(Cc3cccs3)nnc2SCC(=O)OC(C)C)cc1	9	-2	-10	0.4	7	-4	1.7%	3	-2
Cc1nc2c(-c3ccc(F)cc3)c(C)nn2c(C)c1CCC(=O)N1CCOCC1	4	x	-13	0.3	-2	28	-0.1%	x	-18
Cc1cc(C)n2nc(C(=O)OCC(=O)NNC(=O)c3ccccc3)nc2n1	0	-2	16	0.6	8	7	2.9%	-3	-10
Cc1ccc(C)n1-c1cccc(C(=O)Nc2ccccc2)c1	2	3	-7	-0.4	3	14	0.5%	1	17
CCOc1ccc(Nc2nc(Cl)nc(NCCO)n2)cc1	-1	-3	1	0.3	2	1	3.9%	-3	4
O=C(NCCCN1CCOCC1)c1ccco1	2	-3	10	0.3	2	-35*	1.3%	-1	-6
CSCC(=O)Nc1ccc(F)c(Cl)c1	2	-1	-10	0.3	-1	2	3.9%	-2	8
COc1ccc2nc(N3CCC(O)CC3)c(C#N)cc2c1	13	0	1	-3.0	5	13	5.3%	8	13
COc1ccc(-c2cc3cc(OC)c(OC)cc3c(C)n2)cc1	6	3	-21	-2.0	-2	-19	1.6%	-9	13
COc1ccc(CC(=O)Nc2ccc3c(c2)OCO3)cc1S(=O)(=O)N1CCOCC1	1	-3	-9	-0.1	-6	-22	3.7%	-1	7
CCCc1c(NC(=O)Nc2ccc(F)cc2)cnn1-c1ccccc1	14	-4	-6	-1.5	3	-46*	3.9%	-3	-21
O=C(Cn1cnc2ccccc2c1=O)c1c[nH]c2ccccc12	2	-4	-6	0.8	3	-6	4.4%	-18	4
C/C(=N\NC(=O)c1cccc(N/N=C(\C)c2ccncc2)c1)c1ccncc1	3	-3	-3	-0.2	-5	11	-4.5%	-4	4
COc1ccc(NC(=O)CCc2nc3c(C)nn(-c4ccc(C)cc4)c3n(C)c2=O)cc1	-1	-1	x	1.7	0	-13	7.1%	-5	1
CCN(c1ccccc1)S(=O)(=O)c1cc2c3c(c1)C(C)C(=O)N3CCC2 (configuration not stated)	3	-6	5	0.1	-4	-10	-0.3%	-13	-7
Cn1c2ccccc2c(=O)c2c(=O)n(-c3ccc(F)cc3)c(-c3cccs3)nc21	-1	0	-10	1.0	-9	-7	0.1%	-23	13
Cc1nc(SCC#N)c2c(C)c(C)sc2n1	2	-3	23	0.9	-1	-9	0.3%	-4	11
Cc1ccc(S(=O)(=O)c2nc(-c3ccccc3)oc2N2CCC(C(N)=O)CC2)cc1	2	2	-1	0.5	1	6	-3.0%	-3	1
CCOC(=O)C1=C(C)N=C2SC(C)C(=O)N2C1c1ccc(OC(C)=O)c(OC)c1 (configuration not stated)	0	-5	11	0.1	3	-10	2.4%	4	38*
O=C(CCNc1cc(Cl)cc(Cl)c1)c1cccs1	1	2	-16	0.2	1	8	-1.3%	-9	-6
C=CCN1C(=O)NC(c2ccccc2)(C(F)(F)F)S/C1=C(\C#N)c1nnc(N2CCOCC2)n1-c1ccccc1 (configuration not stated)	1	9	15	0.7	1	-3	-1.2%	-6	0
O=C(Nc1cccc(Cl)c1)Nc1ccccc1OCc1cc(=O)n2ccccc2n1	0	-3	x	0.2	4	-2	0.1%	5	10
N#C/C=C/N1CCN(Cc2ccc3c(c2)OCO3)CC1	2	-4	-23	0.8	7	-6	-4.2%	-9	-3

Full records from above. Screens in order: D1 agonist | D1 PAM | D2 antagonist | D2 ag | TRHR enhancer | D1 antag | RXFP1 agonist | RXFP1 antagonist | D2 PAM
COc1ccc(NC(=O)CCc2nc3c(C)nn(-c4ccc(C)cc4)c3n(C)c2=O)cc1 across the screens: -1 | -1 | x | 1.7 | 0 | -13 | 7.1% | -5 | 1
CCOc1ccc(Nc2nc(Cl)nc(NCCO)n2)cc1 across the screens: -1 | -3 | 1 | 0.3 | 2 | 1 | 3.9% | -3 | 4
CSCC(=O)Nc1ccc(F)c(Cl)c1 across the screens: 2 | -1 | -10 | 0.3 | -1 | 2 | 3.9% | -2 | 8

(listing goes on)
SMILES	D1 agonist	D1 PAM	D2 antagonist	D2 ag	TRHR enhancer	D1 antag	RXFP1 agonist	RXFP1 antagonist	D2 PAM
CN(C)S(=O)(=O)N(CC(=O)NCCSCc1c(F)cccc1Cl)c1ccccc1	6	-4	x	-1.7	2	-7	-1.6%	x	-1
CC(=O)N1CCN(S(=O)(=O)c2ccc(F)c(Cl)c2)CC1	1	-7	-5	0.6	5	2	1.3%	-7	3
Cc1ccc2c(c1)c1c(c(=O)n(-c3ccccc3)c(=O)n1CC(=O)c1ccc(Cl)cc1)n2C	2	-2	x	-0.3	0	-16	0.3%	x	-9
CC1(C)C(=O)OC(/C=C\c2ccccc2)C(C)(C)C1=O (configuration not stated)	-1	-3	-17	-2.8	9	8	1.9%	-5	8
O=C1CC2(CCN(C(=O)c3c(F)cccc3Cl)CC2)Oc2ccccc21	4	-8	x	x	2	-15	1.0%	6	17
CCn1cc(C(=O)NCc2ccccc2Cl)c(=O)c2cc(S(=O)(=O)N3CCOCC3)ccc21	0	0	x	-1.1	-9	-21	0.2%	x	-13
COc1ccc(/C=N/Nc2nonc2N)cc1OC	-1	-4	-5	-0.1	-2	-1	-2.7%	-11	5
O=C(c1cccc(C(F)(F)F)c1)N1CCCCCC1	2	-6	9	-0.4	16	-56*	-0.8%	11	-4
O=C(Nc1ccc(C(=O)N2CCN(c3ccccc3F)CC2)cc1)c1nsc2ccccc12	4	-5	x	0.6	-1	-9	4.6%	-14	-9
O=C(O)CSc1nnnn1-c1ccccc1	2	-1	-8	1.0	4	-8	-0.4%	0	7
CCCCN1C(=O)Cc2c1nc(N)c1c(N)nc(N(CCC)CCC)c(C#N)c21	0	-3	11	-0.7	-1	-19	3.5%	14	-1
O=C(COC(=O)c1ccc(Cl)nc1)Nc1ccc(N2CCOCC2)cc1	5	-4	0	-0.2	0	4	-2.4%	4	10
Nc1c(NCc2ccccc2F)c(=O)[nH]c(=O)n1Cc1ccccc1	1	0	-16	0.1	6	3	0.3%	-6	11
CC(C)(C)C1=C(C#N)C(c2ccncc2)C(C#N)=C(N)O1 (configuration not stated)	3	-2	5	1.5	1	-8	1.9%	24	4
O=C(CSc1ccc2ccccc2c1)Nc1ccncc1	12	-4	6	-0.5	0	x	2.7%	-10	15
O=c1ccc2ccc(O[C@@H]3O[C@H](CO[C@@H]4OC[C@](O)(CO)[C@H]4O)[C@@H](O)[C@H](O)[C@H]3O)cc2o1	0	4	3	-0.1	16	15	-0.3%	x	10
Cc1ccccc1Cn1c(CN2CCN(c3cc(Cl)ccc3C)CC2)nc2c1c(=O)[nH]c(=O)n2C	3	10	x	0.8	-2	49	-1.5%	19	0
O=C1CCC(C(=O)OCc2cc(Cl)ccc2OC(F)F)N1 (configuration not stated)	5	-2	-3	-1.2	-3	-7	-0.3%	0	-6
CCOC(=O)C(=O)Nc1cc(Cl)ccc1C	1	1	19	0.2	12	-2	-3.8%	-1	11
O=C(O)CCNS(=O)(=O)c1ccccc1Br	3	-7	1	-5.6	-3	4	-2.8%	-3	5
O=C1OCC(CO)(CO)N=C1NNc1ccc(Cl)c(Cl)c1	4	-4	-32	0.0	-8	-8	-0.9%	-20	-13
N#Cc1c(N2CCOCC2)nsc1-c1ccccc1	1	-1	-1	-3.2	2	4	30%	-5	2
O=C(COc1ccccc1Cl)N(Cc1ccco1)C1CCS(=O)(=O)C1 (configuration not stated)	2	-1	-7	2.9	-5	-2	-0.4%	11	-1
COC(=O)c1cc(NC(=O)CC2SC(=Nc3ccccc3)N(CCc3c[nH]c4ccccc34)C2=O)cc(C(=O)OC)c1 (configuration not stated)	4	-3	-18	1.5	-3	-24	3.0%	-2	-1
COc1cc(C(=O)O/N=C(\N)c2ccc([N+](=O)[O-])cc2)cc(OC)c1OC	2	1	13	0.6	-2	0	1.4%	-9	-6
Other structures.
SMILES	D1 agonist	D1 PAM	D2 antagonist	D2 ag	TRHR enhancer	D1 antag	RXFP1 agonist	RXFP1 antagonist	D2 PAM
Cc1onc(C(=O)NN)c1C(=O)N1CCN(C(c2ccccc2)c2ccccc2)CC1	3	-3	10	1.1	-5	12	-1.5%	-22	3
Cc1ccc(NC(=O)C(C)SCc2nc3sc(C)c(C)c3c(=O)[nH]2)nc1 (configuration not stated)	-1	2	-9	-1.1	-2	18	1.7%	-7	-5
Cc1ccnc(NC(=O)Cc2ccc(F)cc2)n1	3	0	0	-0.1	-2	-13	-3.7%	-10	-5
CCc1nn(-c2ccccc2)c(N)c1C#N	6	0	2	1.2	12	-5	1.9%	-8	7
Oc1ccc2ccccc2c1CN1CCCC1	0	-3	8	0.0	2	4	0.6%	-23	-5
Cc1cc(C)n(C(=O)c2ccc([N+](=O)[O-])cc2N)n1	7	-4	-6	-0.1	-3	2	-1.5%	-12	-4
CCN(CC)S(=O)(=O)c1ccc2oc(C(=O)NCc3ccccc3OC)c(C)c2c1	5	0	x	0.9	-2	14	-0.6%	-21	1
N#Cc1ccc(OC(=O)Cc2ccsc2)cc1	9	6	12	0.1	0	-6	-0.9%	3	-1
CCCn1c(SCC(=O)Nc2cc(Cl)ccc2OC)nc(O)cc1=O	8	-3	7	0.0	0	15	1.3%	-5	6
Cc1nn(C(C)C(=O)NCCCN2CCCCC2C)c(=O)c2c1sc1ccccc12 (configuration not stated)	1	0	-5	-1.9	1	5	5.1%	-13	-5
CCC(=O)NC(/C=C/c1ccccc1)c1cc([N+](=O)[O-])c2cccnc2c1O (configuration not stated)	2	-6	-6	0.9	32*	-2	0.6%	x	11
C1=Nc2ccccc2CN1c1ccccc1	3	2	8	-0.8	-1	26	2.4%	3	6
Cc1ccc(-c2noc(CSc3ccccc3)n2)cc1	1	-6	1	0.1	-4	13	2.8%	-6	8
COc1ccc(C(=O)Nc2ccc(N3CCC(C)CC3)cc2)cc1Br	0	-1	-15	-0.2	4	-1	2.3%	-8	5
O=C(COC(=O)c1cc(Cl)ccc1O)NC(=O)NCc1ccccc1	7	x	-23	0.5	1	17	u	-2	11
CC(Oc1ccc(C#N)cc1)C(=O)c1ccc(F)c(F)c1 (configuration not stated)	12	-5	x	x	12	-35*	1.1%	0	x

Quoted from the listing:
TRHR enhancer, CC(Oc1ccc(C#N)cc1)C(=O)c1ccc(F)c(F)c1 (configuration not stated) is entered as 12
RXFP1 agonist, CCc1nn(-c2ccccc2)c(N)c1C#N is entered as 1.9%
D1 PAM, CCC(=O)NC(/C=C/c1ccccc1)c1cc([N+](=O)[O-])c2cccnc2c1O (configuration not stated) is entered as -6
TRHR enhancer, Cc1ccc(-c2noc(CSc3ccccc3)n2)cc1 is entered as -4
RXFP1 agonist, COc1ccc(C(=O)Nc2ccc(N3CCC(C)CC3)cc2)cc1Br is entered as 2.3%

A portion of the library; count on the stated rates, not on these rows.
